Source: PubChem BioAssay (several laboratories)
ADAM17 inh – inhibits human ADAM17; P78536; recombinant ADAM17, EDANS/DABCYL FRET peptide cleavage; inhibition, % at 6.95 µM; actives 0.83% (n = 370,000); AID 720648;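 active means inhibition above the mean of compounds lying between control limits plus 3 SD, set per campaign, cut at about 8.5% in these data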;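 further: 0% = DMSO-only wells as the low control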
Target sequence (P78536 215-824 limits assumed): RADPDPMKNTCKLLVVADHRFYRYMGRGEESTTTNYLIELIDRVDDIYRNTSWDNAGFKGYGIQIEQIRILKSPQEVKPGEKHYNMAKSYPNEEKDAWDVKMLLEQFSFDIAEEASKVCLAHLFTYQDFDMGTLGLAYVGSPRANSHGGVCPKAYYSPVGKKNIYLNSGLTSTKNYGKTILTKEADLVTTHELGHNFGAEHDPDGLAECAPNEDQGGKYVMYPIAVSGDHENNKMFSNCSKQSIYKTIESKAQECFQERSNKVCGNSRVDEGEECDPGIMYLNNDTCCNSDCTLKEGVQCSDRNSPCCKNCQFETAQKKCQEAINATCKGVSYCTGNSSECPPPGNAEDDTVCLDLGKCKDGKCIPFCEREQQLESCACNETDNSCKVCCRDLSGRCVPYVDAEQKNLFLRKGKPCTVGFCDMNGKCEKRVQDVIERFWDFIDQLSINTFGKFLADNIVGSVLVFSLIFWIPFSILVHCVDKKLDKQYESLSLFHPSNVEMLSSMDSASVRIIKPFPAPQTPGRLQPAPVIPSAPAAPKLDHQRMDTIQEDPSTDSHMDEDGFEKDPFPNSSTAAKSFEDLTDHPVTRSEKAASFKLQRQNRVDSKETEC
DAX1 inh-1 – inhibitors of human orphan nuclear receptor DAX1 (NR0B1); P51843; HEK293 Gal4-DAX1 luciferase reporter, luminescence; inhibition, % at 6.75 µM; actives 0.99% (n = 340,000); AID 504766;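 active means inhibition above the mean over all tested compounds plus 3 SD, cut at about 4.2% in these data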;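 further: 0% = DAX1-transfected cells with DMSO and 100% = empty-vector control cells with DMSO; inhibition shows as a rise in luminescence from relieved DAX1 repression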
Target sequence (P51843 207-470 limits assumed): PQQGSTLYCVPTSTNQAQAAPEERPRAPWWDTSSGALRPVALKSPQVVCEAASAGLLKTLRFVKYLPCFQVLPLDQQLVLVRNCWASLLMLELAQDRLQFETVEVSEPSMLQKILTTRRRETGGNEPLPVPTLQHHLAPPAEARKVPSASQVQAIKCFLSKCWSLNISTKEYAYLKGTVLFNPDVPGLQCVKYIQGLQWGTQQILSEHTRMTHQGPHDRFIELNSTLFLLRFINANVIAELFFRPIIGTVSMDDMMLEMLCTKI
ssDAF12 agonist – activators of S. stercoralis DAF-12 nuclear receptor. HEK293 ssDAF-12/GRIP1 lit1-tk-luc reporter, luminescence; % of 3 µM dafachronic acid response. activation, % at 6.8 µM. actives 1% (n = 370,000). AID 652126;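 active means activation above the mean over all tested compounds plus 3 SD, cut at about 0.9% in these data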;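 further: 0% = DMSO-only wells and 100% = 3 µM delta7-dafachronic acid wells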
GC-A act – GC-A (human) enzyme activation; P16066; AID 1671463; HEK293 GC-A cells, cGMP TR-FRET, EC30 ANP; 0% at EC30 ANP, 100% saturating ANP; activation, % at 10 µM; actives 0.14% (n = 370,000); in the data active means activation above about 40%
PG9 Ab binder – PG9 antibody binding by small molecule; TR-FRET gp120-PG9 antibody binding; inhibition, % at 6.7 µM; actives 0.43% (n = 360,000); in the data active means inhibition above about 8.5%
hcDAF12 agonist – activators of H. contortus DAF-12 nuclear receptor; HEK293 hcDAF-12 lit1-tk-luc reporter, luminescence; 0% DMSO, 100% Δ7-dafachronic acid; activation, % at 6.8 µM; actives 1.4% (n = 370,000);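 active means activation above the mean of all tested compounds plus 3 SD, cut at about 5.5% in these data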;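 further: 100% = response to 3 µM Δ7-dafachronic acid high control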
FXN GAA850 act – frataxin GAA850 promoter activation; HEK293 lucGAA850 FXN promoter luciferase reporter, 24 h; percent of 10 µM SAHA response; activation, % at 6 µM; actives 0.56% (n = 360,000); AID 540364;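 active means activation above the average of all compounds screened plus 3 SD, cutoff fixed separately per campaign, cut at about 7.5% in these data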;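 further: 0% = DMSO wells and 100% = 10 µM SAHA wells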
hgDAF-12 ag – activates the H. glycines DAF-12 receptor ligand-binding domain; actives 1.8% (n = 370,000); AID 687014; HEK293 GAL4-hgDAF12 UAS-luciferase reporter, agonist luminescence; normalized to butyrate control; activation, % at 6.8 µM;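 active means activation above a cutoff set at the mean of all screened compounds plus 3 SD, cut at about 10% in these data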;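 further: 0% = DMSO wells and 100% = sodium butyrate wells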
ADAM10 inh – ADAM10 inhibition, QFRET primary screen; O14672; recombinant ADAM10, EDANS/DABCYL FRET peptide cleavage, 3 h; inhibition, % at 7 µM; actives 0.62% (n = 370,000);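 active means inhibition above a per-campaign cutoff equal to the mean of compounds falling between control-based bounds plus 3 SD, cut at about 20% in these data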;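 further: 0% = DMSO wells while the 100% control is not disclosed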
DAX1 inh-2 – inhibitors of DAX1 repression of SF-1 activated StAR promoter. inhibition, % at 6.8 µM. HEK293T StAR-luciferase reporter, SF-1/DAX-1 repression relief. actives 1.1% (n = 370,000). AID 652010;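 active means inhibition above the mean over all tested compounds plus 3 SD, cut at about 3.6% in these data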;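 further: 0% = DAX-1 cells with DMSO and 100% = cells lacking DAX-1 with DMSO; higher inhibition means more luminescence from relief of DAX-1 repression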
SMARCA2 act – increases SMARCA2 function in MMTV reporter cells; MG213 cells, MMTV-luciferase reporter, dexamethasone, overnight; actives 1% (n = 370,000); activation, % at 9.1 µM; in the data active means activation above about 7.8%;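 further: 0% = vehicle wells and 100% = reference activator wells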
Active calls of the source: *; i = inactive; x = not tested or not shown.

cpd | mol | ADAM17 inh | DAX1 inh-1 | ssDAF12 agonist | GC-A act | PG9 Ab binder | hcDAF12 agonist | FXN GAA850 act | hgDAF-12 ag | ADAM10 inh | DAX1 inh-2 | SMARCA2 act
1 | COc1ccccc1C(=O)NN=C1CCN(Cc2ccccc2)CC1 | 2 | 0.0 | -0.3 | -1 | 0.2 | 2.2 | 1.8 | 3.7 | -4 | 0.1 | 1
2 | CCOC(=O)/C(=C/C=C1\Sc2cc(OCC)c(OCC)cc2N1CC)C(C)=O | -5 | 0.1 | -0.7 | 5 | -12 | -2.8 | 3.9 | -0.8 | -2 | -0.3 | -4
3 | CC1C(=O)N(Cc2ccc(F)cc2)c2ccccc2N1C(=O)c1c(F)cccc1F (configuration not stated) | 3 | -1.6 | -2.3 | -4 | -1.4 | -3.7 | -1.2 | -5.5 | 8 | -1.1 | -5
4 | Cc1ccccc1OCC1Cn2c(nc3c2c(=O)n(C)c(=O)n3C)O1 (configuration not stated) | 0 | -1.8 | -1.1 | -4 | -1.4 | 0.3 | -0.2 | -2.7 | -3 | 0.0 | 2
5 | Cc1ccc(CSc2nnc(-c3ccccn3)n2N)cc1 | -3 | x | -1.2 | 2 | 0.3 | 2.3 | 3.0 | 1.4 | -8 | 0.5 | 2
6 | OC(CNCCCN1CCCCC1)COc1ccccc1 (configuration not stated) | -4 | 0.4 | -0.7 | 1 | 0.3 | 0.0 | 2.9 | -1.2 | -5 | -0.2 | 0
7 | COc1ccc(C2C3=C(CC(C)(C)CC3=O)Nc3n[nH]c(C)c32)cc1 (configuration not stated) | -213 | -0.6 | -1.2 | -3 | -0.6 | -1.3 | -1.7 | -1.5 | i | -0.7 | -1
8 | O=C(Nc1cccc(F)c1)c1ccccc1-c1ccccc1 | 0 | 0.0 | -1.7 | -5 | -4.2 | -0.1 | -0.1 | -0.2 | 2 | -1.0 | 9.0*
9 | O=C1CN(C(=O)c2ccco2)C(c2ccc(F)cc2)c2cc(Cl)ccc2N1 (configuration not stated) | 0 | 0.7 | -1.1 | -10 | -3.7 | -1.0 | 0.8 | -1.4 | 4 | -1.1 | 2
10 | CC1=NN(c2cccc(C(=O)O)c2)C(=O)/C1=C\C=C\c1ccco1 | 1 | -0.6 | -0.7 | -8 | -14 | 2.9 | 2.7 | 2.4 | 3 | -0.2 | -1
11 | O=C(Nc1ccccc1)C1C2CCCCC21 (configuration not stated) | 0 | -0.2 | -0.3 | -1 | -2.3 | -1.1 | 0.1 | 1.1 | 5 | -0.4 | 0
12 | CCCN1Cc2cccc(C(=O)NC3CCCC3)c2C1=O | -1 | 0.4 | -0.8 | -1 | -0.9 | 1.4 | 1.3 | -0.2 | 4 | -1.3 | -2
13 | C=CC[C@@H](CC(=O)N(CCO)Cc1ccccc1)C(=O)N[C@@H](COC(=O)[C@H](CC=C)CC(=O)OC(C)(C)C)Cc1c[nH]c2ccccc12 | 22* | 0.5 | -1.4 | -6 | 0.1 | -1.7 | -12 | -3.3 | 35* | -0.4 | -1
14 | COc1ccc2c(c1)c(CC(=O)Nc1ccc(C(C)=O)cc1)c(C)n2C(=O)c1ccc(Cl)cc1 | 12* | -1.5 | -1.0 | 0 | -1.0 | 0.5 | 1.6 | 1.5 | 24* | -0.4 | -3
15 | CCOC(=O)Cn1c(N2CCCCCC2)nc2c1c(=O)[nH]c(=O)n2C | -3 | -0.4 | -1.3 | -2 | -0.6 | -1.3 | 1.5 | -0.4 | 13 | 0.1 | 2
16 | Cc1c(CCC(=O)NCCCn2ccnc2)c(=O)oc2cc3occ(C(C)(C)C)c3cc12 | -51 | 0.4 | -0.7 | 2 | -0.9 | 0.5 | -0.5 | -2.4 | -160 | 1.0 | -2
17 | O=C(CN1C(=O)CCS(=O)(=O)c2ccccc21)NCc1ccc2c(c1)OCO2 | -3 | 0.1 | -0.9 | -1 | -0.2 | -0.1 | -3.4 | -1.6 | -6 | -0.1 | 0
18 | COc1ccc(C(=O)Nc2cccc3nc(C)ccc23)cc1OC | -5 | 1.2 | -1.0 | -2 | 2.4 | -1.4 | 0.3 | -1.7 | -5 | 0.0 | 0
19 | COCCn1c(SCC(=O)NCCCN2CCCC2=O)nc2ccccc2c1=O | -3 | -0.2 | -1.1 | 1 | -1.6 | 0.1 | -0.9 | -0.3 | -5 | -0.1 | 3
20 | COc1ccc(CN(Cc2cc3cccc(C)c3[nH]c2=O)C(=O)N(C)C)cc1 | -2 | 0.1 | -1.2 | -1 | -3.3 | -2.0 | -3.0 | -1.1 | -18 | -0.3 | -2
21 | Cc1ccc(NC(=O)/C(=C\c2ccccc2)NC(=O)/C=C/c2ccccc2)cc1 | -5 | -1.7 | -1.1 | -6 | 0.4 | -0.4 | -1.4 | 1.8 | -8 | 0.0 | -1
22 | Cc1cc(NC(=O)C23CC4CC(C2)CC(n2cnc([N+](=O)[O-])n2)(C4)C3)no1 | -2 | 0.0 | -1.4 | 2 | -0.7 | 0.8 | 4.3 | 2.4 | 7 | -0.2 | 4
23 | CCOC(=O)c1cc(C(=O)OCC)cc(-n2c(C)cc(C(=O)CN3CCOCC3)c2C)c1 | -8 | 2.3 | -0.6 | 4 | -2.8 | -1.4 | 3.5 | -2.1 | -31 | 0.8 | 0
24 | Cc1ccc(Cl)cc1N1CCN(C(=S)NCc2ccco2)CC1 | 2 | 0.2 | -1.3 | -2 | 0.2 | -2.7 | -2.3 | -3.0 | 11 | -0.4 | 0
25 | O=C(OCC(=O)C12CC3CC(CC(C3)C1)C2)c1ccc(CO)cc1 | -3 | -0.9 | -1.3 | 5 | -2.2 | -0.3 | 2.2 | -0.3 | -13 | 0.1 | 1
26 | C=C1CCN(C(CC(C)C)C(=O)OC)S(=O)(=O)c2ccccc21 (configuration not stated) | -1 | 0.8 | -1.1 | -4 | 0.6 | -2.1 | -0.3 | -0.3 | -3 | 0.1 | 0
27 | Cc1ccc(C2CC(=O)c3cnc(N4CCN(c5ccccc5)CC4)nc3C2)cc1 (configuration not stated) | 0 | -0.5 | -1.5 | -4 | -0.6 | -0.6 | -0.9 | 1.6 | 4 | -0.5 | -4
28 | O=C(COc1ccc(Cl)cc1Cl)Nc1ccc(-c2ccc(N3CCOCC3)nn2)cc1 | -7 | -1.5 | -0.6 | -5 | -7.9 | 0.0 | 4.0 | 1.1 | -2 | 1.8 | -2
29 | COc1ccc(CNC(=O)CC[C@H]2O[C@@H](n3ccc(=O)[nH]c3=O)[C@H](O)[C@@H]2O)cc1 | -2 | x | -0.6 | 7 | 0.3 | -0.7 | x | -1.0 | -5 | 0.1 | 0
30 | O=S(=O)(Nc1ncccn1)c1ccc(NS(=O)(=O)c2cccc(Cl)c2Cl)cc1 | -1 | 0.3 | -1.0 | -1 | -1.1 | -1.2 | 0.4 | -3.3 | 1 | -0.7 | -1

Later entries
Below each compound: ADAM17 inh	DAX1 inh-1	ssDAF12 agonist	GC-A act	PG9 Ab binder	hcDAF12 agonist	FXN GAA850 act	hgDAF-12 ag	ADAM10 inh	DAX1 inh-2	SMARCA2 act
(31) Cc1cc2nc3c(c(C(F)(F)F)n2n1)CCCC3
    -1	6.3*	-1.1	4	1.6	-1.3	-1.2	0.3	-6	0.1	-2
(32) O=C(/C=C/c1c(Cl)cccc1Cl)NCCCn1ccnc1
    1	x	-0.7	2	-0.8	-0.8	0.7	1.9	3	0.2	-2
(33) COC(=O)Cn1c2ccc(C)cc2c2nc3ccccc3nc21
    -9	1.5	0.1	24	-2.5	4.2	2.7	4.1	-9	0.0	-3
(34) Cc1ccc(S(=O)(=O)N2CCN(C(=O)C(C)Cn3nc(C)c(C)c3C)CC2)cc1C (configuration not stated)
    1	1.2	-1.0	2	0.2	-1.5	-1.7	1.5	7	0.2	0
(35) Cc1nc2c(-c3ccc(F)cc3)c(C)nn2c(C)c1CCC(=O)Nc1ccc(F)cc1F
    -2	0.5	-1.0	-5	1.0	-0.8	3.1	0.0	-6	0.4	-5
(36) O=C(NCCCN1CCOCC1)c1cc2c(=O)[nH]c3ccccc3c2s1
    -456	0.3	-0.6	7	-0.4	-0.1	1.3	-0.1	i	0.1	-5
(37) Cc1ccc(-c2nc(C)sc2CC(=O)Nc2cccc(C)c2C)cc1
    2	-0.5	-0.9	-2	-3.1	-3.4	3.5	-2.6	5	-0.2	3
(38) COc1ccc(OC)c(N(CC(=O)Nc2cccnc2)S(=O)(=O)c2ccc(OC)c(OC)c2)c1
    -4	-0.3	-0.9	1	-0.5	-1.9	-0.3	-1.3	-2	-1.1	0
(39) Cc1ccc(C(=O)Nc2cccc(C(=O)N/N=C/c3ccccc3F)c2)cc1
    2	-2.4	-0.6	-1	-0.2	1.4	-0.4	5.2	10	0.0	3
(40) CC(=O)Nc1ccccc1NC(=O)c1cccc2ccccc12
    -4	2.2	-1.4	1	-1.1	1.5	2.8	-0.6	-14	-0.7	-3
(41) CCC/C(=N\NC(=O)C1CC1)c1ccccc1
    1	x	-1.3	5	-1.4	-0.8	1.6	1.4	6	0.3	8.1*
(42) CCCN1CCC(=O)N([C@H](CSc2ccccc2)Cc2ccccc2)CC1
    -1	0.3	-1.3	0	0.1	-0.8	-1.7	1.5	8	0.8	1

9 of these compounds in a different format:
31. Cc1cc2nc3c(c(C(F)(F)F)n2n1)CCCC3
32. O=C(/C=C/c1c(Cl)cccc1Cl)NCCCn1ccnc1
33. COC(=O)Cn1c2ccc(C)cc2c2nc3ccccc3nc21
34. Cc1ccc(S(=O)(=O)N2CCN(C(=O)C(C)Cn3nc(C)c(C)c3C)CC2)cc1C (configuration not stated)
35. Cc1nc2c(-c3ccc(F)cc3)c(C)nn2c(C)c1CCC(=O)Nc1ccc(F)cc1F
36. O=C(NCCCN1CCOCC1)c1cc2c(=O)[nH]c3ccccc3c2s1
37. Cc1ccc(-c2nc(C)sc2CC(=O)Nc2cccc(C)c2C)cc1
38. COc1ccc(OC)c(N(CC(=O)Nc2cccnc2)S(=O)(=O)c2ccc(OC)c(OC)c2)c1
39. Cc1ccc(C(=O)Nc2cccc(C(=O)N/N=C/c3ccccc3F)c2)cc1
Assay by compound | 31 | 32 | 33 | 34 | 35 | 36 | 37 | 38 | 39
ADAM17 inh | -1 | 1 | -9 | 1 | -2 | -456 | 2 | -4 | 2
DAX1 inh-1 | 6.3* | x | 1.5 | 1.2 | 0.5 | 0.3 | -0.5 | -0.3 | -2.4
ssDAF12 agonist | -1.1 | -0.7 | 0.1 | -1.0 | -1.0 | -0.6 | -0.9 | -0.9 | -0.6
GC-A act | 4 | 2 | 24 | 2 | -5 | 7 | -2 | 1 | -1
PG9 Ab binder | 1.6 | -0.8 | -2.5 | 0.2 | 1.0 | -0.4 | -3.1 | -0.5 | -0.2
hcDAF12 agonist | -1.3 | -0.8 | 4.2 | -1.5 | -0.8 | -0.1 | -3.4 | -1.9 | 1.4
FXN GAA850 act | -1.2 | 0.7 | 2.7 | -1.7 | 3.1 | 1.3 | 3.5 | -0.3 | -0.4
hgDAF-12 ag | 0.3 | 1.9 | 4.1 | 1.5 | 0.0 | -0.1 | -2.6 | -1.3 | 5.2
ADAM10 inh | -6 | 3 | -9 | 7 | -6 | i | 5 | -2 | 10
DAX1 inh-2 | 0.1 | 0.2 | 0.0 | 0.2 | 0.4 | 0.1 | -0.2 | -1.1 | 0.0
SMARCA2 act | -2 | -2 | -3 | 0 | -5 | -5 | 3 | 0 | 3
